Screening results (PubChem BioAssay)
KCNH2 3.1 block = KCNH2 3.1 (human) potassium channel inhibition; U2OS KCNH2 3.1, thallium flux FluxOr; active compounds read low; activity change, % (tested at about 1.8 µM); 340,000 compounds, 0.95% hits;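 active = maximum activity change below -70%; inconclusive = maximum activity change from -70% to -50%; inactive = maximum activity change above -50%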;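 also: thallium influx rate constant from kinetic fluorescence after stimulation buffer; % is scaled to controls: 0 for no effect and ±100 for the full control effect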
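Channel expression came from 3.1 mutant virus (1.77 x 10^8 /mL) applied to suspended U2OS cells for 4 h. Flux was tracked with FluxOr dye plus Red40 quencher, and kinetic rate constants normalized to controls.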
Mito fusion yeast = blocks mitochondrial division or promotes mitochondrial fusion; AID 485298; Potency, µM (doses to about 46.1 µM), without a hit: at the top dose growth rescue (activation), actives largely listed as activators; 320,000 compounds, 0.23% hits; S. cerevisiae fusion-defective mutant growth rescue, CellTiterGlo 48 h;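 also: potency is read from the fitted curve at half-maximal effect; % of control where 0% means no effect; nearly all actives have a fitted effect of over 45% in size; temperature-sensitive fusion mutants such as fzo1-1 at 37 °C on non-fermentable ethanol glycerol medium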
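Luminescent cell viability in 1536-well qHTS format served as the measure of rescued growth in ts fusion-mutant S. cerevisiae cultured on non-fermentable YPEG for 48 hours at 37C.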
TSHR antagonist = human thyrotropin receptor antagonism | P16473 | TSHR-expressing cells, TSH-stimulated cAMP HTRF, 2 h; active compounds read low | activity change, negative = inhibition, % at 11.5 µM | 330,000 compounds, 0.2% hits;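 active = activity change below a set negative limit, meaning inhibition stronger than a set level, cut at about -70% in these data; inconclusive = activity change between two set negative limits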; also: % is scaled to controls: 0 for no effect and ±100 for the full control effect
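TSHR-expressing cells, 200/well, pre-treated with compound, then stimulated with EC80 TSH (4nM final) for 2 hours at 37 deg C. cAMP measured by competitive HTRF: anti-cAMP cryptate antibody in lysis buffer plus cAMP-d2, read after 30 minutes at room temperature.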
A-T KAP1 phos = potential ataxia-telangiectasia treatment. […] A-T fibroblasts, KAP-1 phosphorylation AlphaLISA; neocarzinostatin DNA damage 30 min before lysis. Potency, µM (highest dose often 57.5 µM), inactives show top-dose activation, actives largely listed as activators. 320,000 compounds, 0.19% hits; also: potency is read from the fitted curve at half-maximal effect; % of control where 0% means no effect; nearly all actives have a fitted effect of over 45% in size
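ATM-like activity read as KAP-1 phosphorylation via AlphaLISA donor/acceptor antibody pairs after lysis and 6 hr at 25C. Cells were ATM-null patient fibroblasts ([…], hTERT), dosed 60 min, then exposed to the DSB inducer NCS for 30 min.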
USP2a block = blocks human ubiquitin-specific protease USP2a; O75604; USP2 core, Ub-CHOP2 coupled fluorogenic reporter, 485/531; Potency, µM (series often up to 38.3 µM), without a hit: top-dose activity change, negative = inhibition, usual class: inhibitors; 330,000 compounds, 0.01% hits;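 also: potency is read from the fitted curve at half-maximal effect; plate controls were DMSO wells for no effect and full inhibition by NEM control for full effect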
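Cell-free coupled assay: 10nM USP2 core preincubated 30min RT with compound in Tris-HCl pH 8.0/CaCl2/CHAPS buffer, then 25nM Ub-CHOP2 and 25nM reporter substrate; fluorescence (Ex 485/Em 531) read after 60min RT, normalized to NEM inhibition, concentration-response curves fitted.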
ELG1 repair inh = inhibitors of ELG1-dependent DNA repair in HEK293T cells; 330,000 compounds, 2.3% hits; HEK293T ELG1-luciferase reporter, luminescence, 16 h; DNA damage induced by 5-fluorouridine; Potency, µM (highest dose often 46.1 µM), inactives show top-dose activity change, negative = inhibition, actives largely listed as inhibitors; AID 504467; also: potency is read from the fitted curve at half-maximal effect; % is scaled to controls: 0 for no effect and ±100 for the full control effect; nearly all actives have a fitted effect of over 55% in size
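Cells (2,000 per well) received 5-fluorouridine plus test compound or DMSO and were incubated 16 hr at 37 °C, 5% CO2. Luciferase activity was read by luminescence 30 min after ONE-Glo addition; signal suppression marked inhibition of damage-induced ELG1 function.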
Eya2 phos inh = inhibitors of human Eya2 phosphatase activity | 330,000 compounds, 0.006% hits | O00167 | Potency, µM (doses to about 76.9 µM), for inactives: at the top dose activity, negative = inhibition, most hits filed as inhibitors | AID 488837 | recombinant Eya2, OMFP fluorescence dephosphorylation (OMFP is methylfluorescein phosphate); also: potency is read from the fitted curve at half-maximal effect; % is scaled to controls: 0 for no effect and ±100 for the full control effect
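Eya2 protein (added as 0.2 uM solution) was preincubated with compound for 10 min at ambient temperature in 50 mM HEPES pH 7.5, 50 mM NaCl, 5 uM MgCl2, 0.05% BSA, 1 mM DTT. OMFP (added at 50 uM) then reacted 10 min; fluorescence read at 485/525 nm.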
hERG WT inh = inhibitors of human wildtype KCNH2 potassium channel | Q12809 | U2OS, BacMam KCNH2, thallium flux FluxOr; active compounds read low | activity change, % at 1.84 µM | 340,000 compounds, 0.37% hits;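 active = maximum activity change below -70%; inconclusive = maximum activity change between -70% and -50%; inactive = maximum activity change above -50%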; also: % is scaled to controls: 0 for no effect and ±100 for the full control effect
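U2OS cells were transduced with wild-type KCNH2 virus (2.03 x 10^8 / mL) for 4 h at room temperature, then cultured overnight at 37 C. Thallium flux was read with FluxOr dye. Rate constants were normalized to DMSO controls.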
TCR activator = activators of T cell receptors | 330,000 tested, under 10 active | Potency, µM (doses to about 9.22 µM), for inactives: at the highest dose activation of IL-2 secretion, hits mostly activators | primary human leukocytes, anti-CD3, IL-2 HTRF, 48 h; also: % of control where 0% means no effect
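Human primary leukocytes + a-CD3 beads + cpd, 48 hr; IL-2 in supernatant by HTRF (ex 320nm / em 665nm). No co-stimulatory signal supplied.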
TRPV1 agonist = activates the human vanilloid receptor TRPV1; TRPV1-expressing cells, Fluo-8 calcium influx, agonist mode; activation, % at 8.33 µM; 320,000 compounds, 0.19% hits; in the data active = activation above about 80%; inconclusive = between about 30% and that limit; also: 0% is about no effect
Target sequence (Q8NER1 whole entry, looked up): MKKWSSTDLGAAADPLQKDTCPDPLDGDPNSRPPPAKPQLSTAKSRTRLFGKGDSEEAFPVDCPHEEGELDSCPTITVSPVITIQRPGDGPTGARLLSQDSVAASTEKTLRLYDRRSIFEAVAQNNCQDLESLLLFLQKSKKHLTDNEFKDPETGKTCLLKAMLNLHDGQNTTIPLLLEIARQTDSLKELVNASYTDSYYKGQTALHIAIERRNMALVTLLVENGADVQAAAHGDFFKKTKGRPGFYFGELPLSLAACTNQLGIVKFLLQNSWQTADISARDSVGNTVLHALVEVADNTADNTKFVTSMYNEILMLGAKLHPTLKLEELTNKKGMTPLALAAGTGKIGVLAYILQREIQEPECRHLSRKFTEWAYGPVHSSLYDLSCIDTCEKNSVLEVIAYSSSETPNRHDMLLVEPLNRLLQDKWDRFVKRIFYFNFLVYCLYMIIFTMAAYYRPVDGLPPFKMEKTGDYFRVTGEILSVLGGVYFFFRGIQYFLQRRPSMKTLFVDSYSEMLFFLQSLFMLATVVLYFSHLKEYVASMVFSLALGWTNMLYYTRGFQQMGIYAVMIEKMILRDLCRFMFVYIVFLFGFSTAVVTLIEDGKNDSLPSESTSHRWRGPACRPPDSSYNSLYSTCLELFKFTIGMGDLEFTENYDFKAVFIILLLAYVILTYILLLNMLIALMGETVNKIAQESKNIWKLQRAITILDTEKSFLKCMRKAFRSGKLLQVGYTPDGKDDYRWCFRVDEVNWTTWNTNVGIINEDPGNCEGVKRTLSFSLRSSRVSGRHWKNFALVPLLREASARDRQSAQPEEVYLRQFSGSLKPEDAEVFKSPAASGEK
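Fluo-8 calcium influx in TRPV1-expressing cells, kinetic read (ex 480/em 520 nm). Compound added and read 3 min for agonist activity, followed by capsaicin at EC20 final and 2 min further read for enhancement.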
Active calls of the source: *; ? = inconclusive; . = no result given; [ ] = dose if it differs, or a comment. Unless noted, calls follow the shape of the dose curve; as a rule, active = well fitted curve in the direction sought with a large enough effect; inconclusive = small, poorly fitted or top-dose-only effect, or another doubt; inactive = no such curve, though single readings can be large; an effect the other way counts as inactive or inconclusive. Not all compounds are listed. The share of hits here may be higher or lower than overall.

SMILES	KCNH2 3.1 block	Mito fusion yeast	TSHR antagonist	A-T KAP1 phos	USP2a block	ELG1 repair inh	Eya2 phos inh	hERG WT inh	TCR activator	TRPV1 agonist
CCCCn1c(=O)c(CCC(=O)OCC(=O)Nc2ccc(C)c(Cl)c2)nc2ccccc21	.	-3%	-8	-2%	-1%	8%	-2%	.	-2%[46.1 µM]	4
Cc1ccc(NC2CCCN(C(=O)CSc3ccccn3)C2)cc1C (stereo not drawn)	1	2%	-2	-5%	1%	2%	-5%	-7	1%	?
Cc1ccc(OCCCCn2cnc3ccccc32)c(C)c1	-11	0%	-20	.	4%	-17%	-9%	-4	-3%	0
COc1ccccc1N1C(N)=NC(N)=NC12CCCCC2	8	-18%	2	0%	9%	-8%	4%	7	-1%	3
NS(=O)(=O)c1ccc2c(c1)C(=NO)c1cc(S(N)(=O)=O)ccc1-2	5	-5%	-1	-3%	0%	12%	3%	-6	3%	-3
Cc1ccccc1Cn1ccc(NC(=O)c2cc3nc(-c4ccco4)cc(C(F)(F)F)n3n2)n1	-11	1%	-2	7%	0%	9%	7%	-39	2%	-3
CC1(C)Cc2c(sc3nnn(Cc4ccccc4)c(=O)c23)CO1	7	13%	-14	.	-1%	?	-3%	5	1%[46.1 µM]	?
Cc1ccc(C(N)=Nc2ccccc2)cc1	7	-13%	3	-2%	0%	?	-16%	3	2%	10
CCOc1ccc(CCNC(=O)COC(=O)c2ccc(OC)c(OC)c2OC)cc1OCC	-9	3%	-11	-10%	-1%	9.2µM*	-3%	-25	2%	-2
CCCCN(C(=O)CSc1nnc(-c2ccc(Cl)cc2)o1)c1c(N)n(CC(C)C)c(=O)[nH]c1=O	1	7%	17	7%	-1%	-23%	3%	9	3%	1
Cc1cccc2cc(CN(Cc3ccc(F)cc3)Cc3nnnn3C3CCCC3)c(=O)[nH]c12	-4	0%	-8	3%	4%	-3%	11%	18	-8%	-1
CCOC(=O)c1cnn(-c2cc(C(C)(C)C)nc3c(-c4ccccc4)c(C)nn23)c1N	3	-3%	-8	2%	1%	4%	3%	9	12%	14
O=C(N/N=C/c1ccc(-c2ccc([N+](=O)[O-])cc2)o1)[C@H]1C[C@@H]1c1ccccc1	-1	10%	4	0%	8%	-16%	9%	3	5%	11
Cc1nc2cc(-c3ccccc3)nn2c(C)c1CCC(=O)N1CCN(c2ccccn2)CC1	.	-2%	-1	9%	-4%	8%	8%	.	.	2
COc1cccc(NC(=S)N(Cc2ccc(C)cc2)Cc2ccccn2)c1	-1	-1%	-14	-1%	-1%	-6%	-13%	6	1%	20
COc1ccc2c(c1OC)C(=O)N1C2SC(C)(C)[C@H]1C(=O)NCC(C)C (stereo partly drawn)	-5	-8%	-4	12%	6%	3%	-11%	.	-2%	0
Cc1ccc2c(c1)NC(c1cccs1)C1=C(CC(C)(C)CC1=O)N2 (stereo not drawn)	-4	-2%	-3	-3%	3%	12%	-3%	4	8%	9
Cc1nc(C(=O)N2CCc3c([nH]c4ccccc34)C2c2ccccn2)cs1 (stereo not drawn)	9	-2%	6	5%	11%	?	-2%	-11	5%	2
Cc1ccc(NC(=S)Nc2ccc3cn[nH]c3c2)cc1C	?	7%	-2	3%	1%	?	2%	3	-9%[46.1 µM]	?
Cc1ccc(NC(=O)Cn2ccsc2=N)c([N+](=O)[O-])c1	1	6%	13	-1%	0%	-6%	8%	-2	-5%	-1
C/C(=N\NC(=O)c1nnn(-c2nonc2N)c1CSc1ccccc1)c1cccnc1	20	3%	4	-4%	5%	8%	-7%	-16	6%	1
COc1cccc(N2CC(C(=O)Nc3nnc(SCC(=O)Nc4ccc(NC(C)=O)cc4)s3)CC2=O)c1 (stereo not drawn)	.	1%	-7	6%	2%	1%	0%	0	4%	2
O=C(NCC1CCCCC1)c1cccnc1	1	-1%	-9	7%	2%	8%	1%	-24	-4%	4
CC(C(=O)Nc1ccccc1Cl)c1ccc([N+](=O)[O-])cc1 (stereo not drawn)	-12	3%	-4	0%	2%	0%	6%	-7	-2%	14
COc1ccc(-c2csc3[nH]c(=S)n(-c4ccccc4)c(=O)c23)cc1OC	.	5%	-6	1%	2%	12%	6%	9	-3%[46.1 µM]	1

Some values from the results shown.
Under KCNH2 3.1 block, `COc1ccc2c(c1OC)C(=O)N1C2SC(C)(C)[C@H]1C(=O)NCC(C)C` (stereo partly drawn) has -5
Under TSHR antagonist, `Cc1nc(C(=O)N2CCc3c([nH]c4ccccc34)C2c2ccccn2)cs1` (stereo not drawn) has 6

Additional entries:
SMILES	KCNH2 3.1 block	Mito fusion yeast	TSHR antagonist	A-T KAP1 phos	USP2a block	ELG1 repair inh	Eya2 phos inh	hERG WT inh	TCR activator	TRPV1 agonist
O=S(=O)(c1cnc(Cl)c(Br)c1)N1CCN(c2ncccn2)CC1	-35	1%	4	-10%	1%	?	11%	-2	-4%	2
CCCCCOc1ccc(C(=O)CCC(=O)Nc2ccc(NC(C)=O)cc2)cc1	9	3%	3	-4%	0%	2%	-4%	-10	-1%	-6
O=C(Nc1ccc(C(F)(F)F)cc1)c1cccnc1N1CCOCC1	-11	1%	1	0%	2%	-11%	12%	-15	-2%	1
CCOC(=O)C(C)Oc1cccc2c(=O)n(CC(=O)N3CCc4ccccc43)ccc12 (stereo not drawn)	2	0%	8	4%	0%	-15%	21%	-7	1%	12
Cc1ccc(/C=C2/C(=O)c3ccc(C(=O)O)cc3C2=O)o1	3	-2%	-6	0%	-1%	10%	1%	-12	-7%	0
CSc1nnc2c(n1)OC(c1cccn1C)N(C(C)=O)c1ccccc1-2 (stereo not drawn)	1	-1%	5	4%	-5%	0%	-1%	12	-4%	4
O=C(COC(=O)c1ccco1)Nc1cc(S(=O)(=O)N2CCCCC2)ccc1Cl	9	.	-16	2%	1%	?	-8%	-1	-3%	.
CCOc1ccc(S(=O)(=O)NCc2cccnc2)cc1C(C)C	-12	-1%	-3	-13%	0%	-19%	16%	1	.	20
Cc1ccccc1NS(=O)(=O)c1ccc(C(=O)N2CCN(c3ccccn3)CC2)cc1	9	-2%	2	5%	3%	?	-7%	-4	-4%	2
COC(=O)C1=NNC2(c3ccc(Cl)cc3)C(=O)N(c3ccccc3)C(=O)C12 (stereo not drawn)	4	-3%	34	-1%	3%	-3%	7%	0	6%[46.1 µM]	4
CCOc1cccc(/C=N/NC(=O)C2CCCC2)c1O	-1	0%	-2	-9%	1%	.	-1%	19	-1%	4
C/C(=N/NS(=O)(=O)c1cc(C)ccc1C)c1ccncc1	12	-5%	43	0%	-1%	-2%	-4%	33	-4%	-1
COc1ccccc1OC(=O)c1cc(Cl)nc2ccccc12	13	-1%	-15	-4%	1%	15%	8%	6	2%	7
O=C(NNC(=O)c1ccccn1)c1ccc(OC(F)F)cc1	-6	.	.	-1%	8%	-13%	-39%	4	3%	.
O=C(NCc1ccncc1)C1CCCN(S(=O)(=O)c2cc(Cl)ccc2Cl)C1 (stereo not drawn)	-8	-12%	-12	-2%	2%	?	-1%	1	-6%	87*
Cc1ccc(C)c(S(=O)(=O)ON2C(=O)c3ccccc3C2=O)c1	.	-1%	11	0%	-1%	16%	-6%	-14	12%[46.1 µM]	0
COc1ccc(C(=O)Nc2nc(CC(=O)NCCc3cccc(OC)c3)cs2)cc1	-10	7%	-12	12%	-3%	-25%	-23%	-12	1%	1
COc1ccc(CNc2oc(-c3cccc4ccccc34)nc2C#N)cc1	1	12%	19	15%	0%	7%	1%	-3	5%[46.1 µM]	0
Cn1nc(C(=O)Nc2cccc(S(=O)(=O)N3CCOCC3)c2)c2ccccc2c1=O	3	-7%	-11	5%	-1%	15%	-7%	0	-2%	3
O=C(CC1SC(=Nc2ccccc2)N(CCO)C1=O)Nc1ccccc1 (stereo not drawn)	2	11%	13	-2%	0%	?	2%	1	0%	-3
CC(C)(C)c1ccc(NC(=O)COC(=O)CCc2nc3ccccc3c(=O)[nH]2)cc1	7	0%	22	2%	0%	21%	4%	3	-3%[46.1 µM]	?
CC1CCN(c2ccc(NC(=O)c3cccnc3)cc2)CC1	2	4%	0	-2%	3%	?	-13%	-14	-8%	?
Cn1c(CCN2CCCCC2)nc2cc(NC(=O)COc3ccc([N+](=O)[O-])cc3)ccc21	-6	12%	7	8%	0%	-7%	6%	23	-8%	-2
CSc1nnc(-c2cc(-c3ccc(C)cc3)nc3ccccc23)o1	8	0%	-4	2%	1%	-8%	-4%	-3	-11%[46.1 µM]	-3
COc1ccc(NC(=O)CCSc2nc(C)cs2)cc1	21	-1%	1	7%	0%	?	-1%	21	.	16
O=C(NCCS(=O)(=O)N1CCN(c2ccccc2F)CC1)c1ccc(Cl)cc1	4	-5%	-4	4%	1%	-10%	19%	33	4%	6
CN(CC(=O)Nc1ccc(F)cc1)C(=O)c1cc2c(s1)CCCCC2	-1	7%	-13	5%	-1%	-1%	-31%	2	-10%	29
